KB-V1 MDR tox – KB-V1 MDR subline cytotoxicity; KB-V1 MDR cells viability, CellTiter-Glo, 72 h; Potency, µM (doses to about 46.1 µM), for inactives: top-dose activity change, negative = cytotoxicity, actives largely listed as cytotoxic; hit rate 3.4% among 400,000; AID 1347076; also: % is scaled to controls: 0 for no effect and ±100 for the full control effect; nearly all actives have a fitted effect of over 60% in size
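Cytotoxicity via CellTiter-Glo luminescence after 72 h compound exposure at 37 degrees C. Cells: drug-selected KB-V1 line, DMEM phenol-red free plus 10% FBS. Compounds tested at multiple concentrations; normalized data fitted to concentration-effect curves.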
GLP1R inv ag – acts as inverse agonist at human GLP-1 receptor; P43220; HEK293 GLP-1R CRE-luciferase, luminescence, 24 h; GLP-1R form is constitutively active; Potency, µM (doses to about 38.3 µM), for the others: at the top dose activity change, negative = inhibition, usual class: inhibitors; hit rate 1.6% among 410,000; AID 624417; also: % is scaled to controls: 0 for no effect and ±100 for the full control effect; nearly all actives have a fitted effect of over 55% in size
Target sequence (P43220 whole entry, looked up): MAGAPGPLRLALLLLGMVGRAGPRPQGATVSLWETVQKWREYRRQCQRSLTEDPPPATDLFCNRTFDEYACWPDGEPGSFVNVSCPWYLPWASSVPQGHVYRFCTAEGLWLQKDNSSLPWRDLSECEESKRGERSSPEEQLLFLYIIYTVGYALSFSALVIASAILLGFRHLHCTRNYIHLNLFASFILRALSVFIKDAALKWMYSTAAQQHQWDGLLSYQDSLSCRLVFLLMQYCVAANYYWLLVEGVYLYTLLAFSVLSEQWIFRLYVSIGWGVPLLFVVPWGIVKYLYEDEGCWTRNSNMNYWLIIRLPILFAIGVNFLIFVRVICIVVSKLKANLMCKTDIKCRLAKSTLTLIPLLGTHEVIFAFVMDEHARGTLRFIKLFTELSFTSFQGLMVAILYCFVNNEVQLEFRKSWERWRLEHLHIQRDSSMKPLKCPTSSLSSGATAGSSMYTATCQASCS
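Stable HEK293 clone (constitutively active GLP-1R + cAMP-response luciferase); 200 cells/uL plated, 12 h pre-culture, compound 24 hr, 37 deg C/5% CO2; detection reagent 12 min RT; luminescence.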
KB-3-1 tox – kills parental KB-3-1 adenocarcinoma cells | hit rate 1.4% among 400,000 | KB-3-1 viability, CellTiter-Glo ATP luminescence, 72 h | AID 1347075 | Potency, µM (top dose mostly 46.1 µM), inactives show at the highest dose activity change, negative = cytotoxic, most hits filed as cytotoxic; also: % is scaled to controls: 0 for no effect and ±100 for the full control effect; nearly all actives have a fitted effect of over 60% in size
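Cytotoxicity in the drug-sensitive parental line KB-3-1 was scored as loss of CellTiter-Glo luminescence following 72 h incubation with compound. Values come from curve fitting of normalized concentration-response data.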
HT1080-NT tox – kills 2HG-producing HT-1080-NT fibrosarcoma cells. Potency, µM (titrated, usually from 46.1 µM), for inactives: at the top dose activity, negative = less viability, actives largely listed as cytotoxic. HT-1080-NT fibrosarcoma viability, CellTiter-Glo ATP luminescence, 48 h. hit rate 1.6% among 360,000;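 also: NT is the 2HG producing partner of a matched IDH1 knockdown line; 0% = DMSO-treated cells and -100% = media-only wells without cells; nearly all actives have a fitted effect of over 55% in size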
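Read-out is CellTiter-Glo luminescence after 10 minutes at room temperature, following 48 hours' compound treatment of HT-1080-NT cells (750 cells/well, RPMI, 5% FBS, 37 degrees C).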
GLP1R cytotox – cytotoxicity in counter-screen for GLP-1R inverse agonists | HEK293 cAMP-luciferase reporter cells, luminescence, 24 h | Potency, µM (top dose mostly 38.3 µM), for the others: at the top dose activity change, negative = inhibition, most hits filed as inhibitors | hit rate 0.13% among 410,000 | AID 624418;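 also: loss of luciferase light is scored as toxicity; % is scaled to controls: 0 for no effect and ±100 for the full control effect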
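A 23 nL compound transfer followed 12 hours of cell culture at 37 deg C; exposure then lasted 24 hr. Luciferase assay detection reagent was dispensed and plates read for luminescence after a 12 min room-temperature wait.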
TDP-43 yeast inh – inhibitors of TDP-43 toxicity in yeast | hit rate 1.8% among 410,000 | Potency, µM (doses to about 46.1 µM), for inactives: at the highest dose growth rescue (activation), usual class: activators | TDP-43 expressing yeast growth rescue, BacTiter-Glo, 24 h; also: % of control where 0% means no effect; nearly all actives have a fitted effect of over 50% in size
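Yeast expressing TDP-43 (pregrown in raffinose, seeded at OD600=0.02 in galactose medium) exposed to compounds 24 hr at 30 deg C. Growth read by BacTiter-Glo luminescence; rescue of toxicity appears as increased signal.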
GLP1R ag – agonists of human GLP-1 receptor. Potency, µM (series often up to 45.6 µM), for inactives: at the highest dose activation, most hits filed as activators. HEK293 GLP-1R CRE-luciferase, luminescence, 4-6 h; cells express a hypersensitive GLP-1R form. hit rate 0.007% among 380,000. AID 624172. P43220; also: % of control where 0% means no effect
SW480 rereplic – DNA re-replication induction in SW480 cells; SW480 DNA re-replication, Hoechst DNA content imaging, 48 h; Potency, µM (titrated, usually from 46.1 µM), inactives show at the highest dose re-replication activation, most hits filed as activators; hit rate 1.8% among 340,000; also: % of control where 0% means no effect; nearly all actives have a fitted effect of over 55% in size
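250 cells/well; 23 nL cpd via pin tool; 48 hr, 37 C, 5% CO2; Hoechst 40 min; imager read of total nuclear intensity, ex 405/em 500-530 nm.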
HT1080 IDH1KD tx – HT-1080 IDH1 knockdown cell toxicity (counter line) | HT-1080 IDH1 knockdown viability, ATP luminescence, 48 h | Potency, µM (top dose mostly 46.1 µM), for inactives: at the highest dose activity, negative = toxicity, hits mostly cytotoxic | hit rate 2% among 360,000;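 also: 0% = DMSO wells and -100% = cell-free medium wells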
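Assay cells: HT-1080 with IDH1 knockdown, 750 per well, RPMI/5% FBS. Exposure: 48 h at 37 °C following 2 h pre-incubation. Read: CellTiter-Glo luminescence; fitted concentration-response, curve class assigned.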
* = called active by the depositor; ? = inconclusive; · = no result given; [ ] = dose if it differs, or a comment. Calls follow the shape of the dose curve; as a rule, active = well fitted curve in the direction sought with a large enough effect; inconclusive = small, poorly fitted or top-dose-only effect, or another doubt; inactive = no such curve, though single readings can be large; an effect the other way counts as inactive or inconclusive. Potency is read from the fitted curve at half-maximal effect.

SMILES	KB-V1 MDR tox	GLP1R inv ag	KB-3-1 tox	HT1080-NT tox	GLP1R cytotox	TDP-43 yeast inh	GLP1R ag	SW480 rereplic	HT1080 IDH1KD tx
COc1ccc(-c2nc(-c3ccccc3)nc(N3CCN(C)CC3)c2C#N)cc1	?	31%[activator]	?	5%	1%	-10%	-9%	-17%	0%
Cc1ccc(OCc2nnc(SCC(=O)O)n2-c2ccccc2)cc1	21%	-3%	-3%	17%	-2%	-6%	-15%	-3%	21%
Cc1nn(C)c(C(=O)N/N=C/c2ccc(C(F)(F)F)cc2)c1[N+](=O)[O-]	-16%	2%	10%	-16%	16%	6%	1%	-9%	-10%
C[C@H](CO)N1C[C@H](C)[C@@H](CN(C)Cc2ccc3c(c2)OCO3)Oc2c(NS(C)(=O)=O)cccc2C1=O	0%	0%	0%	12%	2%	21%	-4%	4%	3%
C#CCNC(=O)C1=C[C@H](c2ccc3c(c2)OCO3)[C@@H](CCCO)[C@H](OCC)O1	-12%	16%	0%	15%	0%	25%	-2%	-6%	9%
C/C(=C\c1ccco1)C1C(C#N)=C(N)Oc2n[nH]c(-c3ccccc3)c21 (centres undefined)	?	3%	14%	-3%	-9%	-3%	-2%	2%	0%
COc1cc([N+](=O)[O-])ccc1-c1ccc(/C=N\n2cnnc2)o1	13%	1%	0%	6%	2%	9%	11%	3%	8%
Cc1nc(OCc2ccccc2)c2ccccc2n1	-1%	-28%	-3%	-10%	-9%	-9%	16%	-17%	-16%
Cc1ccc(C)c(CSc2ncccc2C(=O)O)c1	-2%	17%	9%	0%	12%	8%	-6%	-2%	-20%
O=C(CSc1nnc(COc2ccccc2)o1)N1CCOCC1	-6%	8%	5%	13%	4%	8%	-6%	0%	11%
O=C(CN1C(=O)C(=O)N(C2CCCC2)C1=O)NCCc1ccc(Cl)cc1Cl	-6%	6%	-5%	0%	2%	-24%	2%	7%	-2%
CCOc1ccc(NC(=O)c2cccs2)c([N+](=O)[O-])c1	-17%	-15%	1%	?	?	17%	2%	-3%	?
CCOC(=O)CNC(=O)CSc1nnc(Cn2cnc3ccccc32)n1C	-9%	15%	-1%	1%	-30%	?	-5%	-2%	-2%
C[C@@H]1CC2[C@@H]3CC[C@H]4CC(=O)CC[C@]4(C)C3=CC[C@]2(C)[C@@]1(O)C(=O)CO (some centres undefined)	-13%	?	-4%	-10%	7%	10µM*	14%	0%	-10%
Oc1c(C(c2ccccn2)N2CCC(Cc3ccccc3)CC2)cc(Cl)c2cccnc12 (centres undefined)	2.6µM*	30%[7.66 µM]	?	?	-6%[7.66 µM]	19%[9.22 µM]	19%	?	21µM*
CC(C)CC1C(=O)N(Cc2cn(Cc3ccco3)nn2)CCS(=O)(=O)N1Cc1ccc(-c2ccc(F)cc2)cc1 (centres undefined)	?	?	?	?	-5%	0%	2%	·	?
COc1cc2c(cc1OC)[C@H](C)N(C(=O)NCc1ccccc1)CC2	?	-16%	?	?	?	?	12%	?	21µM*
COc1ccccc1N1CCN(C(=O)Cn2ncc3c(=O)oc4ccc(C)cc4c32)CC1	27%	-18%	15%	·	3%	21%	·	·	·
NC(=S)N/N=C/c1cc([N+](=O)[O-])ccc1OCCOc1ccccc1	0%	2%	17%	-2%	-14%	23%	-22%	1%	-1%
COc1ccccc1NC(=O)CN1CCCCC1	22%	-17%	8%	9%	5%	8%	20%	5%	12%
COC(=O)C1(C(C[N+](=O)[O-])c2ccco2)C(=O)NCC1c1ccccc1 (centres undefined)	2%	-7%	0%	1%	0%	-7%	2%	-14%	1%
O=C(Nc1cc(C(F)(F)F)ccc1Cl)c1cc(-c2ccc3c(c2)OCCO3)on1	1%	13%	-1%	·	4%	5%	·	·	·
Cc1ccc(-n2cc(-c3ccccc3)c3c(NN4CCOCC4)ncnc32)cc1	-23%	-19%	-9%	0%	10%	-12%	6%	46%	0%
CC(C)OC(=O)c1nnc(Cc2ccc(F)cc2)o1	-6%	2%	0%	3%	2%	14%	-4%	-8%	7%
O=C(CN1C(=O)C2CCCCC2C1=O)Nc1nccs1 (centres undefined)	-11%	4%	-7%	14%	-1%	18%	2%	4%	9%
CC(C)N1CCCC(C)(C(=O)Nc2cccc(Oc3ccccc3)c2)C1 (centres undefined)	0%	?	?	0%	9%	8%	?	·	18%
C(=N\Nc1nc(N2CCCC2)nc(N2CCCC2)n1)/c1ccncc1	-19%	16%	0%	17%	-3%	11%	10%	-5%	0%
CCCc1cc(=O)oc2c(C)c(OCC(=O)NCCN3CCOCC3)ccc12	-9%	53%[activator]	12%	0%	3%	1%	9%	-5%	6%
CCOC(=O)c1cc(/C(C)=N/OC(=O)c2ccc(C(C)(C)C)cc2)on1	7%	13%	2%	2%	1%	23%	-7%	-9%	8%
O=C(NCCN=C1NS(=O)(=O)c2ccccc21)c1ccc2nccnc2c1	?	11%	0%	-6%	15%	1%	3%	5%	-3%
CCN1CCN(C(c2cccs2)C(C)NS(=O)(=O)c2ccc(C)cc2)CC1 (centres undefined)	3%	-20%	0%	5%	2%	-6%	-3%	?	-2%
Cn1ccc2c(-c3ccc4[nH]ccc4c3)cc3c(c21)C1CCC3O1 (centres undefined)	10%	-25%	-3%	?	-2%	16µM*	6%	·	?
O=C(Cc1ccccn1)c1ccc(O)cc1O	-3%	18%	5%	1%	-3%	18%	-6%	-7%	1%
Cc1ccc(C)c(Oc2c(C(F)(F)F)oc3c(CN4CCN(C)CC4)c(O)ccc3c2=O)c1	11%	2%	8%	·	-6%	-8%	·	·	·
Cc1ccc(-n2ncc3c(SCC(N)=O)ncnc32)cc1C	0%	13%	-33%	-4%	-2%	-14%	9%	-4%	-7%
COc1ccccc1C(=O)NCCCNC(=O)c1cnccn1	-19%	2%	-1%	0%	2%	-20%	8%	-20%	19%
O=C(Cc1ccc(Br)cc1)Nc1ccc2[nH]ncc2c1	-13%	-5%	-2%	-1%	-8%	8%	-4%	-26%	-17%
CCCNS(=O)(=O)c1ccc(N2CCCC2=O)c([N+](=O)[O-])c1	-17%	9%	-21%	9%	?	6%	-1%	-1%	5%
O=C(OC1CCCCC1=O)c1cc(=O)c2ccccc2o1 (centres undefined)	21%	3%	10%	10%	3%	12%	-6%	0%	11%
COc1cccc(-c2ncnn2-c2sc3c(c2C#N)CCCCC3)c1OC	23%	6%	5%	·	6%	25%	·	·	·
N/C(=N\OC(=O)CCC(=O)O)c1ncc(C(F)(F)F)cc1Cl	?	18%	?	-6%	-1%	-2%	0%	-5%	-8%
Cn1c(=O)[nH]c(=O)c2c1nc(CN1CCN(c3cccc(Cl)c3)CC1)n2Cc1ccccc1Cl	-1%	6%	1%	7%	2%	16%	-4%	-11%	0%
COc1ccc(CNC(=O)Cc2c(C(=O)O)c(C)cn2C)cc1	?	9%	3%	·	2%	13%	·	·	·
NCCCCNCCCN	-2%	11%	0%	18%	9%	17%	2%	1%	5%
O=C(CNc1cc(S(=O)(=O)N2CCOCC2)ccc1N1CCCC1)Nc1ccc(Cl)cc1	26%	?	-26%	0%	-8%	-1%	-7%	-17%	-3%
CC(NC(=O)CCCCCCN1C(=O)c2ccccc2C1=O)c1ccc2c(c1)CCCC2 (centres undefined)	-18%	?	-4%	0%	-20%	35µM*	3%	-2%	-3%
COc1ccc(Br)cc1CNC(=O)Cn1ncn2nc(-c3cccs3)cc2c1=O	16%	1%	4%	·	-2%	10%	·	·	·
Cc1nn(CCC#N)c(N)c1C1(O)C(=O)Nc2c(Cl)cc(Cl)cc21 (centres undefined)	6%	14%	-1%	-10%	-4%	7%	2%	?	0%
O=C1NC[C@@H](CCCCN2C[C@H](Cc3ccccc3)N(CC3CCCCC3)C(=O)C2=O)N(CCc2ccc(O)cc2)C1=O	0%	16%	24%	17%	5%	2%	0%	·	15%
COc1cccc(C=Nc2ccccc2C(=O)Nc2nccs2)c1OC	?	-9%	-9%	2%	91%[activator]	15%	-9%	-1%	9%[9.24 µM]
(next part)
SMILES	KB-V1 MDR tox	GLP1R inv ag	KB-3-1 tox	HT1080-NT tox	GLP1R cytotox	TDP-43 yeast inh	GLP1R ag	SW480 rereplic	HT1080 IDH1KD tx
O=C(O)CCNC(=O)/C(=C/c1ccco1)NC(=O)c1ccco1	17%	12%	7%	3%	4%	16%	-2%	-7%	-3%
COC(=O)CCC(=O)NS(=O)(=O)c1ccc(N=NN2CCOCC2)cc1	2%	-1%	1%	2%	-14%	0%	-6%	-6%	1%
O=C1NC(c2ccccc2)(C(F)(F)F)SC2=NCCCN12 (centres undefined)	5%	46%	-1%	0%	1%	2%	-7%	-7%	1%
COc1c(Cl)cc(Cl)cc1CNCCO	-11%	-33%	-3%	15%	2%	-27%	5%	?	13%
COc1ccccc1Nc1ncnc2ccc(C)cc12	4%	30%	10%	-3%	-2%	14%	2%	2%	4%
CC1Cc2ccccc2N1C(=O)COc1cccc(-n2cnnn2)c1 (centres undefined)	-12%	-17%	-8%	-14%	-6%	?	2%	2%	-3%

Screening results from PubChem.
